# TAG inh: inhibitors of triacylglycerol accumulation. H9c2 cells, Nile Red lipid (TAG) fluorescence; cells loaded with 200 µM oleic acid. 230,000 compounds, 0.66% hits. inhibition, % at 12.5 µM;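 active = pattern-corrected inhibition of lipid staining of at least 50% with the nuclear-stain viability signal not falling by more than 50%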;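 also: 0% = DMSO wells and 100% = triacsin C control wells; some results filed as inactive read as strong as hits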
# TAG inh DAPI viability: also measured in TAG inh; calls as there; DAPI nuclei signal change (viability), lower = more cytotoxic, %;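 whole-well DAPI fluorescence read on a plate reader as a viability signal; minus 50 percent equals half of cells still viable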
# Starred values were filed as active, the others as inactive.
# The first three compounds, to show the layout:
Molecule	TAG inh DAPI viability	TAG inh
CCOc1ccc(NC(=O)NC2CCCCCCC2)cc1	1	-4
CCOc1cc(/C=N/NC(N)=O)cc(Br)c1OCC(=O)Nc1ccccc1C	-9	25
Cc1cc(C)n(CC(=O)N2c3ccccc3Sc3ccccc32)n1	6	3

# Main list (from the top)
Molecule	TAG inh DAPI viability	TAG inh
CCOc1ccc(NC(=O)NC2CCCCCCC2)cc1	1	-4
CCOc1cc(/C=N/NC(N)=O)cc(Br)c1OCC(=O)Nc1ccccc1C	-9	25
Cc1cc(C)n(CC(=O)N2c3ccccc3Sc3ccccc32)n1	6	3
COc1ccc(NC(=O)COC(=O)Cc2c[nH]c3ccccc23)cc1OC	0	-14
Cc1nc(-c2coc3c(CN(C)C)c(O)ccc3c2=O)cs1	10	-10
CCCc1nc(Cl)c(C#N)c2c1CCCC2	-1	-25
CC(C)N(CCO)C(=O)CCc1nnc(Cc2cccc(C(F)(F)F)c2)o1	7	-8
CCOc1ccc(S(=O)(=O)N2CCN(C(=O)c3cccn3C)CC2)cc1	-4	-16
C/C(=N\O)c1ccccc1C(=O)O	-4	12
CCN1CCCSC1=S	-1	6
N#Cc1c(NC(=O)CSc2n[nH]c(Cc3ccccc3)n2)oc(-c2ccccc2)c1-c1ccccc1	-3	3
Cc1cc(C(=O)N2CCN(c3ccccc3O)CC2)c(C)o1	1	-9
Cc1cc(C)n(-c2ccc(C(=O)Nc3cccc(S(=O)(=O)N4CCCC4)c3)cc2)n1	0	-25
O=S(=O)(Nc1cccc(-c2nc3cccnc3s2)c1)c1cccs1	-5	6
O=C(Nc1nc(C2C3CC4CC(C3)CC2C4)cs1)c1cc2cc([N+](=O)[O-])ccc2oc1=O (stereo not given)	-1	-7
O=C(CCc1nc2ccccc2c(=O)[nH]1)Nc1cccc(S(=O)(=O)N2CCCCC2)c1	-12	-3
Cc1ccc(CSCCNS(C)(=O)=O)cc1	-6	16
O=C(Cn1cc2c(n1)CCCCC2)Nc1ccccc1Br	0	-2
C=CCNc1ncnc2c1ncn2[C@H]1CN(Cc2ccco2)C[C@@H](CO)O1	4	4
CC(=O)N(Cc1ccccc1)c1ccccc1C(=O)O	3	5

Molecule	TAG inh DAPI viability	TAG inh
CCCCc1n[nH]c2c1C(=O)CC(C)(C)C2	-3	17
CCc1n(CC(O)COC2CCCCC2)c2ccccc2[n+]1C (stereo not given)	4	-18
CCC(C)(C)C1CCc2[nH]nc(C(=O)NCCN3CCOCC3)c2C1 (stereo not given)	9	-2
COc1ccc(NC(=O)NNC(=O)c2ccc(-c3ccccc3)cc2)c(OC)c1	-1	11
Clc1ccc2nc(-c3ccc4c(c3)OCO4)cn2c1	4	12
O=C(CSc1nnc(SCc2ccc(Cl)cc2)s1)N/N=C/c1ccccc1C(=O)O	5	-8
Cc1ccc(S(=O)(=O)NC(=O)C2(C)CCN2C(=O)COc2ccc(Cl)cc2)nc1 (stereo not given)	-5	11
O=C1OC(N2CCN(C(=O)C3CCCO3)CC2)c2ccccc21 (stereo not given)	4	-18
CC(=O)c1ccc(OC2(C)CCN(Cc3cccn3-c3nccs3)C2)cc1 (stereo not given)	7	-4
COC(=O)c1ccc(CSC2=NC[C@@H]3[C@@H]4C(=O)N(Cc5ccccc5)C(=O)[C@@H]4[C@](Cc4ccccc4)(C(=O)OC)N23)cc1	-8	34
COc1c(C)cccc1C(=O)NC(=S)Nc1cccc2nsnc12	2	0
C/C(=N\Nc1nc2c(s1)CCCC2)c1ccccc1	4	-6
CCN(CC)S(=O)(=O)c1ccc(=O)n(CC(=O)N2CCCc3cc(C)ccc32)c1	-2	-7
C=CC[C@@H](CC(=O)N[C@H](CO)Cc1ccccc1)C(=O)N[C@H](COC(=O)[C@@H](CC=C)Cc1ccc(F)cc1)C(C)(C)C	-34*	95*
COc1ccc(C(=O)Nc2ccc(F)cc2F)cc1OC	-3	14
Cc1cccc(NC(=O)c2cccc(S(=O)(=O)N3CCCC3)c2)n1	1	2
CCn1ccnc1CN1CCCC(C(=O)c2ccc3c4c(cccc24)CC3)C1 (stereo not given)	62	-13
O=C(CSC(=S)N1CCCC1)NCCc1ccccc1	3	0
NC(=S)NN=C(c1ccc(Br)cc1)C1CC1	-1	-14
CC(C)(C)C(=O)Nc1sc(-c2ccccc2)cc1C(=O)O	12	-10

Molecule	TAG inh DAPI viability	TAG inh
CCCS(=O)(=O)N1CCC(C(=O)NCCCOC(C)C)CC1	6	-9
O=C(O)C1C2C=CC(C2)C1C(=O)NCCCN1CCCC1=O (stereo not given)	5	5
COC(=O)N/N=C/c1cc(Br)ccc1O	4	2
COC(=O)c1nc(Cl)c(Cl)c(N)c1Cl	1	8
COc1ccccc1CNS(=O)(=O)c1cccc2nsnc12	-4	8
COc1cccc(-c2nnc(NC(=O)CCS(=O)(=O)c3ccc(C)cc3)o2)c1	-5	2
CC(Nc1nc(N2CCCC2)nc2ccccc12)c1ccccc1 (stereo not given)	-2	11
Cc1ccc(NC(=O)c2cc(S(=O)(=O)N3CCCCC3)c[nH]2)cc1Cl	-4	-14
O=C(c1cnn2ccccc12)N(Cc1ccco1)C1CCCC1	5	-11
O=C(C1=C[C@H](c2ccccc2)C[C@H](OCCCCO)O1)N1CCN(Cc2ccc3c(c2)OCO3)CC1	-3	-17
Clc1ccc(CSc2nnc(-c3ccncc3)s2)cc1	-2	1
O=C(Nc1ccc(CSc2ccccc2)cc1)c1ccccc1	1	-18
N#Cc1ccc2ccn(CC(=O)NCc3ccco3)c2c1	7	-13
CC(C)(/C=N/O)/[N+]([O-])=C/c1ccccc1	-1	-1
CC(C)(C)NC(=O)CC1C[C@H](C(=O)N2CCCCC2)[C@@]2(C)c3[nH]c4ccccc4c3CCN2C1=O (stereo not given in full)	-1	-20
COc1ccc(Cl)cc1NC(=S)NNC(=O)c1cccs1	-1	-4
CCOc1ccc(CCNC(=O)COC(=O)CNC(=O)c2ccc(Br)o2)cc1OCC	0	7
O=C(N/N=C/c1ccoc1)c1ccccc1F	2	-2
Cc1c(Br)cnn1C(C)C(=O)N1CCN(c2ccccc2F)CC1 (stereo not given)	-2	-15
CNC(=O)c1c(NC(=O)CCS(=O)(=O)c2ccc(Cl)cc2)sc2c1CCN(C(=O)OC)C2	-4	10

# 7 of these compounds, set out differently.
# Order of values: TAG inh DAPI viability | TAG inh
> Cc1ccc(NC(=O)c2cc(S(=O)(=O)N3CCCCC3)c[nH]2)cc1Cl
→ -4 | -14
> O=C(c1cnn2ccccc12)N(Cc1ccco1)C1CCCC1
→ 5 | -11
> CC(C)(/C=N/O)/[N+]([O-])=C/c1ccccc1
→ -1 | -1
> O=C(Nc1ccc(CSc2ccccc2)cc1)c1ccccc1
→ 1 | -18
> O=C(C1=C[C@H](c2ccccc2)C[C@H](OCCCCO)O1)N1CCN(Cc2ccc3c(c2)OCO3)CC1
→ -3 | -17
> COc1ccccc1CNS(=O)(=O)c1cccc2nsnc12
→ -4 | 8
> CC(Nc1nc(N2CCCC2)nc2ccccc12)c1ccccc1 (stereo not given)
→ -2 | 11

# (next part)
Molecule	TAG inh DAPI viability	TAG inh
CCNC(=O)CC1S/C(=N/N=C(\C)c2ccccc2)NC1=O (stereo not given)	-4	12
O=C(OCc1cn([C@H]2CN(CC3CCCCC3)[C@@H](c3ccccc3)C[C@@H]2O)nn1)c1ccccc1	7	-1
Cc1ccc2c(c1)C(=O)N1[C@H]3c4cc(C)ccc4OC[C@@H]3[C@H](c3ccccc3)[C@]1(C)C(=O)N2	-16	32
Nc1cc(SCc2ccc(Cl)cc2Cl)ncn1	2	-6
CCn1c(C2CC(=O)N(c3ccc(C)c(C)c3)C2)nc2ccccc21 (stereo not given)	0	-9
COc1ccc(C)cc1Nc1n[n+](-c2ccccc2)c(-c2ccc(NC(C)=O)cc2)s1	2	-4
Cc1cc(C)cc(NC(=O)CN(C)S(=O)(=O)c2cccc3nsnc23)c1	-11	0
CCc1nc(NCCCN2CCOCC2)c2oc3ccccc3c2n1	-7	7
NC(=O)c1cc[n+](CC2=C(C(=O)O)N3C(=O)[C@@H](NC(=O)C(c4ccccc4)S(=O)(=O)[O-])[C@H]3SC2)cc1 (stereo not given in full)	1	9
CC(=O)C[C@H](O)CC(=O)[C@H]1OC(=O)CCCCCCCc2ccccc21	9	13
CCOC(=O)N1CCN(C(=O)COc2ccccc2[N+](=O)[O-])CC1	4	-9
O=C(Cn1cnc([N+](=O)[O-])n1)N/N=C/c1ccc(O)cc1O	-19	-17
O=[N+]([O-])c1cccc(CON=Cc2ccccc2O)c1	-2	-4
CCOC(=O)c1c(C)[nH]c(/C(C)=N/NC(=O)c2cccnc2)c1C	4	-1
CCN(CC(=O)Nc1ccccc1C(F)(F)F)C(=O)CCOc1ccccc1C	1	39
COc1ccc2nc3n(c(=O)c2c1)-c1ncccc1C(=O)NC3Cc1ccccc1 (stereo not given)	-7	7
Cc1ccc(NC(=O)NC2CCCc3ccccc32)cc1 (stereo not given)	7	-7
Cc1cc(-c2nn(-c3ccccc3F)cc2CNCCc2cnccn2)c(C)s1	25	6
COc1cccc(NC(=O)N2CCCC2C(=O)NCc2ccccc2)c1 (stereo not given)	-2	-4
CN(C)C(=S)SCCn1c(N)nc(N(C)C)nc1=O	-6	4

Molecule	TAG inh DAPI viability	TAG inh
COc1ccc(CNC(=O)OCCN2CCN(S(=O)(=O)c3ccc(C)cc3)CCC2=O)cc1	-39*	72*
COC/C=C/C1=CC2=CC(=O)C(C)(OC(=O)c3cnc4ccccc4n3)C(=O)C2=CN1CC(C)C (stereo not given)	0	-1
O=C(O)C1=C[C@H](c2ccc(F)cc2)C[C@H](OCCCCO)O1	4	13
COc1ccc(C(=O)Oc2ccc(=O)n(-c3ccccc3)n2)cc1	2	9
COCCn1c(N)c(C(=O)NCC2CCCO2)c2nc3ccccc3nc21 (stereo not given)	88	37
CCCOc1ccc(-c2cc(C(=O)NCC3CCCO3)c3ccccc3n2)cc1 (stereo not given)	54	-29
N#CC(C#N)=c1ccc2c(c1)N1C3=C(CCCC3)CC3CCCCC31N=2 (stereo not given)	-21*	92*
Cc1ccc(CNC(=O)C2CCN(S(=O)(=O)c3c(C)noc3C)CC2)cc1	1	-4
CCNc1nc(NCC)n2c(SCC(=O)Nc3ccc(Br)cc3F)nnc2n1	-1	10
S=C(c1cn(CCOc2ccccc2)c2ccccc12)N1CCCC1	-9	-24
O=C(CCC1CCCN(C(=O)C2CCCC2)C1)NCc1ccc(F)c(F)c1 (stereo not given)	3	-9
CC1(C)C(CSc2nc3ccccc3[nH]2)C1(Cl)Cl (stereo not given)	12	-40
C=CCNC(=O)C1CC(=O)N(c2ccc(OCc3ccc(F)cc3)cc2)C1 (stereo not given)	5	-11
OC1(C(F)(F)F)CC(c2ccc3ccccc3c2)=NO1 (stereo not given)	-8	9
CC(C)c1ccc2c(c1)C(=O)NC(C)(C)C2	3	-5
CC1(C)C2(C#N)C(=O)NC(=O)C12C#N (stereo not given)	5	-7
O=C(C(NS(=O)(=O)c1cccc2nsnc12)c1ccccc1)N1CCN(c2ccccc2)CC1 (stereo not given)	-6	-16
Cc1ccnc(NC(=O)CCC(=O)N(CC(=O)NC2CCCCC2)C2CCCC2)c1	-2	-1
CC(=O)N1CCN(Cc2nc3cc(NC(=O)NC4CCCCC4)ccc3n2C)CC1	9	1
C[C@@H]1CN([C@H](C)CO)C(=O)CCCn2nncc2CO[C@H]1CN(C)Cc1ccc(Cl)c(Cl)c1	-4	0

Molecule	TAG inh DAPI viability	TAG inh
COc1ccc2oc(C(=O)OCc3nnc(-c4ccccc4)o3)c(C)c2c1	-15	17
O=C(CNC(=O)c1ccco1)NNC(=O)c1ccc(Br)cc1	3	4
Cc1cc(Cl)ccc1C(=O)C1CCCN(C(=O)c2ccoc2)C1 (stereo not given)	-11	-2
CCN(CC)S(=O)(=O)c1ccc(OC)c(NC(=O)CCc2c(C)noc2C)c1	7	13
CCCNC(=O)c1onc(CSc2ccccc2)c1C(=O)NCCC	5	-14
CCNC(=O)C(=O)N1CCC2(CC1)OCCN2S(=O)(=O)c1ccc(C)cc1	-5	1
O=C(OCc1cccc(Cl)c1)c1cc([N+](=O)[O-])ccc1N1CCOCC1	-8	1
Cc1cc(=O)[nH]c(N/N=C/c2cc(C)n(-c3ccccc3)c2C)n1	12	-12
Cc1c(Br)c(=O)oc2c(Br)c(O)ccc12	12	-18
Cc1ccc(S(=O)(=O)Nc2ccc3c4c(cccc24)CC3)c(C)c1	-5	22
C=CCNC(=O)C(=O)NCCCN1CCOCC1	2	-13
CCCOC1CCCN(Cc2nc(-c3ccc(C(=O)OC)cc3)no2)C1 (stereo not given)	5	-10
Cc1ccc(S(=O)(=O)N(C)C)cc1NC(=O)C1CCCCN1S(=O)(=O)c1ccccc1 (stereo not given)	-3	7
Cc1ccc(C(=O)N2CCN(c3ccccc3O)CC2)cc1S(=O)(=O)N1CCCCC1	-4	5
COc1cc(NC(=O)c2ccc(C(=O)c3ccccc3)cc2)cc(OC)c1OC	-6	-1
CSc1ccc(S(=O)(=O)Nc2ccc3c4c(cccc24)CC3)cc1	15	-3
Cc1ccccc1-c1oc(C)c(C)[n+]1[O-]	-4	1
Cc1cccc(OC(C)C(=O)OCC(=O)N2CCN(c3ccccc3)CC2)c1 (stereo not given)	2	-11
CCOc1ccc(C(C)(C)C)cc1S(=O)(=O)N1CC(C)OC(C)C1 (stereo not given)	-8	27
O=C(O)/C=C/c1ccc(-n2ccnc2)cc1	2	-7

# Screening results: PubChem BioAssay, Sanford-Burnham Center for Chemical Genomics

# Some of the compounds tested. The share of hits here may be higher or lower than overall.
